# Source: PubChem BioAssay (NCI)
# All columns: NCI-60 one-dose screen, growth in % after 48 h at 10 µM unless noted; 100 = growth as untreated, 0 = no growth, -100 = all killed.
# SNB-19 – SNB-19 CNS cancer cells. AID 1794751. 81,000 tested, 2.5% active
# PC-3 – PC-3 prostate cancer cells. 80,000 tested, 3.9% active
# SF-539 – SF-539 CNS cancer; AID 1794752; 81,000 tested, 6.8% active
# SF-295 – SF-295 CNS cancer cells. 79,000 tested, 5.6% active. AID 1794758
# SF-268 – SF-268 CNS cancer cells. 82,000 tested, 3.1% active. AID 1794759
# OVCAR-8 – OVCAR-8 ovarian cancer; AID 1794782; 81,000 tested, 4.4% active
# U251 – U251 CNS tumor cells; 80,000 tested, 5.4% active; AID 1794753
# DU-145 – DU-145 prostate cancer | AID 1794760 | 81,000 tested, 4.2% active
# An asterisk follows results filed as active; · = not tested or not shown; & = joins results of further samples; ! = a repeat was not active; [ ] = another dose, or the depositor's remark. The calls were made as follows: active = growth percent below 10; inactive = the rest. An excerpt (hit frequency here may not be typical).
No.	Structure	SNB-19	PC-3	SF-539	SF-295
1	[2H]c1nc(Nc2ncc(F)c(-c3cc(F)c4nc(C)n(C(C)C)c4c3)n2)c([2H])c([2H])c1CN1CCN(C([2H])([2H])C([2H])([2H])[2H])CC1	65	44	72	58
2	O=C(Nc1ccc(OCc2cccc(Cl)c2)cc1)c1ccc2nc(NS(=O)(=O)c3ccc4ccccc4c3)sc2c1	87	82	92	98
3	CNCCCN1c2ccccc2CCc2ccccc21	95	81	108	105
4	Cc1cccc(-c2nn3c(c2-c2ccnc4ccc(C(N)=O)cc24)CCC3)n1	108	104	120	107
5	Cn1cc(-c2nnc(-c3cn(C)c4ncc(Br)cc34)o2)c2cc(F)ccc21	93	93	95	100
6	O=C(Nc1nc2ccc(C(=O)N3CCN(C(c4ccccc4)c4ccccc4)CC3)cc2s1)c1ccc(NCCc2ccccc2)c([N+](=O)[O-])c1	96	70	105	99
7	COc1ccc2[nH]cc(-c3nc(N)nnc3-c3cn(C)c4ccc(OC)cc34)c2c1	76	78	86	65
8	COc1ccc2c(c1)c(C(=O)c1nc(-c3cn(C)c4ccc(OC)cc34)no1)cn2C	75	75	76	86
9	CC(=O)OCC1=CC2OC(=O)C3=COC(OC4OC(CO)C(O)C(O)C4O)C1C32 (stereo unspecified)	111	110	109	112
10	NC(=O)C1(N2CCCCC2)CCN(CCCC(=O)c2ccc(F)cc2)CC1	32	30	-3.2*	4.8*
11	Cc1cc2c(F)c(Oc3ncnn4cc(OC[C@@H](C)OC(=O)[C@H](C)N)c(C)c34)ccc2[nH]1	52	54	73	78
12	CN(C)CCCC1(c2ccc(F)cc2)OCc2cc(C#N)ccc21 (stereo unspecified)	108	94	108	99
13	CCn1c(-c2nonc2N)nc2c(C#CC(C)(C)O)ncc(OC[C@H]3CCCNC3)c21	68	56	27	41
14	COc1cccc(Nc2ncnn3ccc(CN4CC[C@@H](N)[C@H](O)C4)c23)c1	43	56	-2.8*	73
15	O=C(Nc1ccc(OCc2cccc(F)c2)cc1)c1ccc2nc(NS(=O)(=O)c3ccc4ccccc4c3)sc2c1	101	90	103	102

No.	SF-268	OVCAR-8	U251	DU-145
1	64	67	42	66
2	89	92	82	99
3	93	95	84	116
4	98	117	115	105
5	96	99	100	106
6	90	95	98	102
7	92	91	86	87
8	86	74	78	82
9	120	·	101	114
10	38	51	23	5.3*
11	75	62	45	67
12	106	106	103	105
13	81	71	42	64
14	45	27	63	27
15	98	91	97	112

# Reprinted from the part before: 2 compounds, then new ones.
No.	Structure	SNB-19	PC-3	SF-539	SF-295
14	COc1cccc(Nc2ncnn3ccc(CN4CC[C@@H](N)[C@H](O)C4)c23)c1	43	56	-2.8*	73
15	O=C(Nc1ccc(OCc2cccc(F)c2)cc1)c1ccc2nc(NS(=O)(=O)c3ccc4ccccc4c3)sc2c1	101	90	103	102
16	Cc1ccc(S(=O)(=O)NC(=O)NC2CCCCC2)cc1	112	111	114	112
17	CC1=CC[C@@H]2C(C)(C)C(=O)CC[C@@]2(C)[C@@H]1COc1ccc2ccc(=O)oc2c1	81	58	87	69
18	Cc1cn(C2CC(O)C(CO)O2)c(=O)[nH]c1=O (stereo unspecified)	94	103	98	108[100 µM]
19	Cc1c(CN2CCN(C(=O)[C@H](C)O)CC2)sc2c(N3CCOCC3)nc(-c3cnc(N)nc3)nc12	3.2*	8.7*	-48*	-45*
20	[2H]c1nc(Nc2ncc3cc(C(=O)N(C)C)n(C4CCCC4)c3n2)c([2H])c([2H])c1N1CCNCC1	61	47	93	78
21	CC12CC3CC(C)(C1)CC(N)(C3)C2	109	87	111	104
22	COc1cccc(NC(=O)Nc2ccc3nc(NS(=O)(=O)c4ccc5ccccc5c4)sc3c2)c1	95	·	94	96
23	Cc1ccc(N(CC2=NCCN2)c2cccc(O)c2)cc1	103	92	106	83
24	CCNC(=O)Nc1ccc(-c2nc3c(c(N4CCOC[C@@H]4C)n2)CCN(C2COC2)C3)cc1	16&59	13&27	-22*!	-26*!
25	CCCCCCCCCCCCCCCCCCN	98	73	93	112
26	C/C=C(\C(=C\C)c1ccc(OC(C)=O)cc1)c1ccc(OC(C)=O)cc1	95	85	89	94
27	N#Cc1ccc(C(c2ccc(C#N)cc2)n2cncn2)cc1	109	96	105	112
28	CCCOC(=O)c1ccc(N)cc1	113	92	99	89
29	C#Cc1cccc(Nc2ncnc3cc(OC)c(OCCCCCCC(=O)NO)cc23)c1	7.8*	10	-1.2*	-54*
30	C[C@H]1Oc2cc(cnc2N)-c2c(nn(C)c2C#N)CN(C)C(=O)c2ccc(F)cc21	110	82	96	86

No.	SF-268	OVCAR-8	U251	DU-145
14	45	27	63	27
15	98	91	97	112
16	107	108	106	122
17	86	51	88	88
18	105	97	92[100 µM]	107
19	12	-4.5*	7.0*	8.4*
20	73	91	66	100
21	110	94	100	122
22	95	94	96	104
23	107	95	89	112
24	18&54	0.4*!	7.5*!	19&50
25	89	93	92	95
26	109	95	84	107
27	107	103	105	128
28	89	98	108	111
29	-4.0*	-21*	-58*	0.8*
30	73	83	97	92

# The list continues.
No.	Structure	SNB-19	PC-3	SF-539	SF-295
31	Cn1cc(-c2nnc(N)nc2-c2cn(C)c3ccccc23)c2ccccc21	88	88	94	106
32	CCOC(=O)[C@H](CCc1ccccc1)N[C@@H](C)C(=O)N1Cc2ccccc2C[C@H]1C(=O)O	108	100	116	98
33	CCCCNc1ccc(C(=O)OCCOCCOCCOCCOCCOCCOCCOCCOCCOC)cc1	102	88	106	85
34	Oc1ccc(C2CNCCc3c2cc(O)c(O)c3Cl)cc1 (stereo unspecified)	104	95	99	94
35	CCOC(N)=O	99	97	115	95
36	Cc1ccc(=O)n(-c2ccccc2)c1	103	·	97	102
37	COc1cccc2cc(-c3nc(C4CCC(C(=O)O)CC4)n4ncnc(N)c34)[nH]c12 (stereo unspecified)	16	13	-26*	-31*
38	CCN(CC)CC(O)CNc1c2ccc([N+](=O)[O-])cc2nc2cc(OC)c(OC)cc12 (stereo unspecified)	·	-53*	-36*	-8.5*
39	CC(/C=C/c1ccc(Cl)cc1)=N\OCC(=O)NC(C)C	104	101	97	91
40	C/C(=N\O)c1ccc(N2C(=O)c3cccc4cccc(c34)C2=O)cc1	97	98	94	102
41	CC(C)COC(=O)c1ccc(N)cc1	99&93	94	106&92	94
42	CNC(=O)c1ccc(Nc2ncc(C(F)(F)F)c(NCc3nccnc3N(C)S(C)(=O)=O)n2)cc1	7.5*	11	-43*	5.6*
43	Cn1nccc1Nc1nccc(-c2ccn([C@H](CO)c3ccc(Cl)c(F)c3)c(=O)c2)n1	94	111	104	98
44	CC1(C)CNc2cc(NC(=O)c3cccnc3NCc3ccncc3)ccc21	102	58	67	88
45	O=c1oc2c(O)c(O)cc3c(=O)oc4c(O)c(O)cc1c4c23	95&92	86&97	96	100&113
46	CCCCCCCCCC(=O)OC	102	104	97	101
47	O[C@@H]1Cc2cc(Br)c3ccccc3c2N[C@H](c2ccccc2Cl)C1	110	·	92	114

No.	SF-268	OVCAR-8	U251	DU-145
31	89	96	94	99
32	117	99	104	120
33	95	98	94	105
34	98	99	102	112
35	112	106	97	114
36	99	99	103	105
37	16	1.2*	9.1*	19
38	-35*	-2.1*	-16*	-30*
39	102	106	103	110
40	104	102	111	108
41	107&98	100&89	101&86	120&110
42	2.9*	-0.1*	1.5*	7.6*
43	96	104	86	94
44	92	84	53	90
45	67&102	87&99	77&98	101&115
46	97	105	92	96
47	105	92	95	114

# Record cards (already shown):
# Shown for CCCCNc1ccc(C(=O)OCCOCCOCCOCCOCCOCCOCCOCCOCCOC)cc1 : SNB-19 = 102; PC-3 = 88; SF-539 = 106; SF-295 = 85; SF-268 = 95; OVCAR-8 = 98; U251 = 94; DU-145 = 105
# Shown for O=c1oc2c(O)c(O)cc3c(=O)oc4c(O)c(O)cc1c4c23 : SNB-19 = 95&92; PC-3 = 86&97; SF-539 = 96; SF-295 = 100&113; SF-268 = 67&102; OVCAR-8 = 87&99; U251 = 77&98; DU-145 = 101&115

# Single entries from the results shown.
# no. 35 in U251 shows 97
# no. 39 in SF-295 shows 91
# no. 34 in DU-145 shows 112
# no. 33 in U251 shows 94
# no. 47 in DU-145 shows 114
# no. 42 in SF-295 shows 5.6*
